RBX1-CUL1 inh: human ROC1-CUL1 E3 ligase inhibition. P62877+Q13616. in vitro K48 di-Ub FRET, acceptor:donor ratio, 45 min. inhibition, % at 10 µM. 140,000 tested, 0.6% active. AID 1347404; in the data active = inhibition above about 25%
Target sequence (P62877 whole entry, looked up): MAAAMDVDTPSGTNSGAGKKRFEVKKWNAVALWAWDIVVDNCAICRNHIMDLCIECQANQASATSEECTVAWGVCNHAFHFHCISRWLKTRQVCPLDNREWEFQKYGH
Target sequence (Q13616 whole entry, looked up): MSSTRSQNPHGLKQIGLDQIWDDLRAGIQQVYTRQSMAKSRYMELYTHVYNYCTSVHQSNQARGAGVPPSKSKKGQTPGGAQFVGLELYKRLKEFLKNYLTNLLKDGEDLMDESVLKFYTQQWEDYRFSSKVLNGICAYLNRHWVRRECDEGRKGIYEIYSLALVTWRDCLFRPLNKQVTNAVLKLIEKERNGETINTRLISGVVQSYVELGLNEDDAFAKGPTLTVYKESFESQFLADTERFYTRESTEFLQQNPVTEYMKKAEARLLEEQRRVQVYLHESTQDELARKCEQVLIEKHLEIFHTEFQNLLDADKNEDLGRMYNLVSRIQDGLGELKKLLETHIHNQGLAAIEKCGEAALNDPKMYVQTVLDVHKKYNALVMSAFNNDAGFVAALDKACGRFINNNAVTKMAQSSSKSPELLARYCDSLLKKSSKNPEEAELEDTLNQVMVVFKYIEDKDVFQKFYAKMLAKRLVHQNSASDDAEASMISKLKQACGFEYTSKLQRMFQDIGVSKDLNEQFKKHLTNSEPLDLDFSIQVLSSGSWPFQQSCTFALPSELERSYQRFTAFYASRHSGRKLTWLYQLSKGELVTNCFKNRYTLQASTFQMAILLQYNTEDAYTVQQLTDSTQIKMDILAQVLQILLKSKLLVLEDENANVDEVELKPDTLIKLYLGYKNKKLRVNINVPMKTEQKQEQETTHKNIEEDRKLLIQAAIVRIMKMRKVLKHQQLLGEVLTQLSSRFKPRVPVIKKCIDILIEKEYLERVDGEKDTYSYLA
* marks the source's active call; other numbers are inactive results.

SMILES	RBX1-CUL1 inh
CC(NC(=O)CN1C(=O)COc2ccc(S(=O)(=O)N3CCCCCC3)cc21)c1ccccc1 (stereo unspecified)	-7
COc1ccc(-c2nc(CSCC(=O)NCCc3ccccc3)c(C)o2)cc1	-4
CCc1cccc(CC)c1NC(=O)c1ccc2c(c1)CCN2S(=O)(=O)c1ccccc1	5
CC(C)Cc1c2c(nc(C#N)c1N1CCN(C(=O)c3ccccc3)CC1)COC(C)(C)C2	-1
CC1=NC(=Nc2ccc(C)cc2)SC1	4
O=C(NC1CC(=O)N(c2ccc(F)cc2)C1)c1ccc(S(=O)(=O)N2CCCC2)cc1 (stereo unspecified)	3
O=C(c1cn(CCOc2ccccc2F)c2ccccc12)C1CCCCC1	7
CCn1c(Cc2ccccc2)nnc1SCC(=O)Nc1cc(Cl)ccc1OC	-4
CCN1C(=O)N=C(Cc2cc(C)n(Cc3ccccc3)c2C)C1=O	2
N#Cc1ccc(-c2ccc(OCC(=O)N3CCN(c4cccc(Cl)c4)CC3)cc2)cc1	-3
CCCN1C(=O)[C@@H]2[C@H](C1=O)[C@H](C(=O)c1ccc(Cl)cc1)N1C=Cc3ccccc3[C@@H]21	0
Cc1ccc(-n2c(=O)[nH]c3sc4c(c3c2=O)CCNC4)cc1C	3
Cc1ccnc(NC(c2cccc(F)c2)c2ccc3ccc(C)nc3c2O)c1 (stereo unspecified)	12
CCOc1ccc(CNC(=O)c2cc3c(=O)n(Cc4cccs4)ccc3nc2C)cc1	4
COc1ccc(CCN2CC(NC(=O)c3c(C)noc3C)CC2=O)cc1 (stereo unspecified)	-4
COc1cccc(CN2CCCC(NC(=O)CCN3CCCCC3=O)C2)c1 (stereo unspecified)	8
Oc1c(C(O)(C(F)(F)F)C(F)(F)F)ccc2cccnc12	-4
Cc1ccc(OC(C)C(=O)N2CCN(c3ncccn3)CC2)cc1C (stereo unspecified)	9
CCOC(=O)c1ccc(N2C(=O)c3n[nH]c(-c4ccco4)c3C2c2ccccc2OC)cc1 (stereo unspecified)	1
O=C(Nc1ccc(Cl)cc1)c1ccc(-c2ccc([N+](=O)[O-])cc2)o1	-2
Cc1c(C(C)NC(=O)CCc2ccncc2)cnn1-c1ccccn1 (stereo unspecified)	2
Cc1ccc(NCc2nc3ccccc3n2CCOc2ccccc2)cc1	-5
CCOc1ccc2c(=O)c(-c3ccccc3)c(C(F)(F)F)oc2c1C	6
Nc1c(C(=O)Nc2cccc(Br)c2)sc2nc(-c3cccs3)ccc12	2
O=C(c1sc2cccc(F)c2c1Cl)N1CCC2(CC1)OCCO2	-5
CNCc1ccccc1Sc1ccc(OC)cc1	-9
CCc1ccccc1NC(=O)c1nc2nc(C)cc(C(F)F)n2n1	7
CCc1ccccc1NC(=O)c1ccc(CN2CCOCC2)cc1	11
CC(NC(=O)Cn1nc(C(F)(F)F)cc1C1CC1)c1ccccc1 (stereo unspecified)	3
N#Cc1ccc(-c2ccc3c(c2)OCO3)nc1SCC(=O)Nc1nnc(SCc2ccccc2)s1	4
COc1cccc(C2c3cc(OC)c(OC)c(OC)c3CCN2C(=O)C(F)(F)F)c1 (stereo unspecified)	8
Cc1occc1C(=O)N1CCN(C2CCCCC2)CC1	-11
O=C1N=CC(NS(=O)(=O)c2ccccc2)C(=O)N1 (stereo unspecified)	8
O=C(NC1CCCC1)c1c(NC(=O)C2CCCO2)sc2c1CCCC2 (stereo unspecified)	4
Cc1ccc(Cl)cc1-n1nnc(-c2nc(-c3ccc4c(c3)OCO4)no2)c1C	-5
O=C1CC(CSc2ccc(Cl)cc2)=NC(Sc2c(-c3ccccc3)c3ccc(Cl)cc3[nH]c2=O)=N1	-3
CCSC(=Nc1ccccc1)N=C1SC(=Nc2ccccc2)C(=Nc2ccccc2)N1c1ccccc1	-7
CCn1cnc2sc(C)c(-c3ccc(Br)cc3)c2c1=O	2
COc1ccc(Nc2cc(C(=O)NC3CCCC3)c3ccccc3n2)c(OC)c1	-2
O=C1C2C3c4ccccc4C(Cl)(c4ccccc43)C2C(=O)N1c1ccc(Br)cc1 (stereo unspecified)	4
O=C(c1cccc(OC2CCN(Cc3ccncc3)CC2)c1)N1CCSCC1	9
CCN(Cc1ccccc1)C(=O)C1CCC(CNS(=O)(=O)c2ccc3c(c2)CCCC(=O)N3)CC1 (stereo unspecified)	-12
CCc1ccc(-n2c(SCC(=O)Nc3ccc(Br)cc3F)nc3sc(C)c(C)c3c2=O)cc1	2
Cc1sc2nc(SCC(=O)N3CCOCC3)n(-c3ccc(F)cc3)c(=O)c2c1C	0
O=C(O)c1ccccc1N1C(=O)C2C3c4ccccc4C([N+](=O)[O-])(c4ccccc43)C2C1=O (stereo unspecified)	7
Cc1cc(C)c(S(=O)(=O)NCCN2CCN(S(=O)(=O)c3cc(C)c(C)cc3C)CC2)cc1C	-6
CN=C1SC(CC(=O)Nc2ccc(OC(F)F)cc2)C(=O)N1C (stereo unspecified)	8
O=C(NCc1ccccc1)c1ccc2c(c1)N(Cc1cccc(Cl)c1)C(=O)c1ccccc1S2(=O)=O	-4
COc1ccc(-n2c(COc3ccc(C)cc3)n[nH]c2=S)cc1	3
CCCCN1C(=O)/C(=C2\SC(=Nc3ccc(C)c(Cl)c3)NC2=O)c2ccccc21	3
Cc1ccc2nc(C)cc(NCCO)c2c1	-5
CCOc1ccccc1NC(=O)CN1C(=O)CC(c2ccc(OC)c(OC)c2)Sc2ccccc21 (stereo unspecified)	8
CC(C)(C)NC(=O)c1oc2ccccc2c1NC(=O)c1ccccc1F	-5
CC(=O)N1N=C(c2ccc(C)cc2)CC1c1cn(-c2ccccc2)nc1-c1cccs1 (stereo unspecified)	5
COC(=O)c1c(C(=O)OC)c2n(c1C)CCC2	-6
CCC(C)(C)C1CCc2nc3sc(C(=O)Nc4ccccc4)c(N)c3cc2C1 (stereo unspecified)	4
Cc1ccc(CNC(=O)c2cc3sccc3n2Cc2ccc(Cl)cc2)cc1	-1
COc1cccc(CNC(=O)Nc2ccc3c(c2)N(C)C(=O)c2ccccc2S3)c1	-3
O=C(Nc1cc2nn(-c3ccccc3)nc2cc1Cl)c1ccccc1Cl	-7
COc1cccc(C2Nc3ccccc3C(c3ccccc3)(c3ccccc3)O2)c1OC (stereo unspecified)	-7
The list continues:
SMILES	RBX1-CUL1 inh
Cn1c(=O)c2c(c3ccccc31)OC(=O)CC2c1cccc(F)c1 (stereo unspecified)	6
O=S1(=O)N=C(N2CCN(c3ccccc3F)CC2)c2ccccc21	-1
COc1ccc(S(=O)(=O)N(CCc2ccccc2)CC(=O)NCc2ccccc2)cc1OC	2
O=C(c1cc(Cc2ccccc2Cl)no1)N1CCCC1c1nccs1 (stereo unspecified)	-3
Cc1ccc(C(=O)O)c2c1N[C@@H](c1ccccc1F)[C@H]1CC=C[C@@H]21	33*
Clc1ccc(Cc2nn3c(-c4ccccc4)nnc3s2)c(Cl)c1	2
CCS(=O)(=O)c1c(S(=O)(=O)CC)c2cc(C(C)(C)C)ccn2c1C(=O)c1ccc(F)cc1	-2
COc1ccc(N2CCN(S(=O)(=O)c3ccc(OC)c(-c4noc(C)n4)c3)CC2)cc1	-1
NC(=O)[C@H](Cc1ccccc1)NC1CCN(c2cccc(NC(=O)CCCc3ccccc3)c2)CC1	1
O=C(NCc1ccccc1Cl)C1CCCN(c2nc3ccccc3n3cccc23)C1 (stereo unspecified)	-3
CCOc1ccc(CCNC(=O)c2cc3c(s2)-c2ccccc2OC3)cc1OCC	5
Cc1ccc(CN2C(=O)N=C(Cc3ccccc3Sc3ccccc3)C2=O)cc1	4
Cc1nn2c(-c3ccccc3)c(-n3nnc4ccccc43)nnc2c1-c1ccccc1	6
Cc1nn(C(=O)c2cccc([N+](=O)[O-])c2)c(C)c1Sc1ccccc1	1
CCCCCCC(=O)Nc1sc2c(c1C(N)=O)CCC(C)C2 (stereo unspecified)	-14
COc1ccc(C2c3c(n[nH]c3-c3ccc(Cl)cc3)OC(=N)C2C#N)cc1O (stereo unspecified)	-5
COc1cc2nc(N(C)C)c(CNCc3cccc(F)c3)cc2c(OC)c1OC	6
O=C1Nc2ccccc2N(O)N1c1ccccc1F	0
COC(=O)NCCOc1cnn(-c2ccccc2)c(=O)c1	-2
COc1ccc2c(c1)c(=O)c(C(=O)c1ccccc1)cn2CC(=O)Nc1ccc2c(c1)OCO2	-3
CCOc1ccccc1NC(=O)CCS(=O)(=O)c1ccc(OC)cc1	-9
Cc1ccc2c(c1)-c1c(ssc1=S)C(C)(C)N2C(=O)c1ccccc1Cl	-4
COC(=O)c1cc(S(=O)(=O)NCC2CCN(Cc3cccc(F)c3)CC2)c[nH]1	-6
CCC(Oc1ccc(C)cc1)C(=O)NC1CCCC1 (stereo unspecified)	6

Part of the list above in order of SMILES length, low to high:
SMILES	RBX1-CUL1 inh
O=C1Nc2ccccc2N(O)N1c1ccccc1F	0
CCC(Oc1ccc(C)cc1)C(=O)NC1CCCC1 (stereo unspecified)	6
COC(=O)NCCOc1cnn(-c2ccccc2)c(=O)c1	-2
CCCCCCC(=O)Nc1sc2c(c1C(N)=O)CCC(C)C2 (stereo unspecified)	-14
O=C(c1cc(Cc2ccccc2Cl)no1)N1CCCC1c1nccs1 (stereo unspecified)	-3
Clc1ccc(Cc2nn3c(-c4ccccc4)nnc3s2)c(Cl)c1	2
O=S1(=O)N=C(N2CCN(c3ccccc3F)CC2)c2ccccc21	-1
Cn1c(=O)c2c(c3ccccc31)OC(=O)CC2c1cccc(F)c1 (stereo unspecified)	6
COc1cc2nc(N(C)C)c(CNCc3cccc(F)c3)cc2c(OC)c1OC	6
Cc1ccc(CN2C(=O)N=C(Cc3ccccc3Sc3ccccc3)C2=O)cc1	4
Cc1ccc2c(c1)-c1c(ssc1=S)C(C)(C)N2C(=O)c1ccccc1Cl	-4
Cc1nn(C(=O)c2cccc([N+](=O)[O-])c2)c(C)c1Sc1ccccc1	1
Cc1nn2c(-c3ccccc3)c(-n3nnc4ccccc43)nnc2c1-c1ccccc1	6
COc1ccc(C2c3c(n[nH]c3-c3ccc(Cl)cc3)OC(=N)C2C#N)cc1O (stereo unspecified)	-5
COc1ccc(S(=O)(=O)N(CCc2ccccc2)CC(=O)NCc2ccccc2)cc1OC	2
Cc1ccc(C(=O)O)c2c1N[C@@H](c1ccccc1F)[C@H]1CC=C[C@@H]21	33*
COc1ccc(N2CCN(S(=O)(=O)c3ccc(OC)c(-c4noc(C)n4)c3)CC2)cc1	-1
COc1ccc2c(c1)c(=O)c(C(=O)c1ccccc1)cn2CC(=O)Nc1ccc2c(c1)OCO2	-3
NC(=O)[C@H](Cc1ccccc1)NC1CCN(c2cccc(NC(=O)CCCc3ccccc3)c2)CC1	1
CCS(=O)(=O)c1c(S(=O)(=O)CC)c2cc(C(C)(C)C)ccn2c1C(=O)c1ccc(F)cc1	-2

More compounds.
SMILES	RBX1-CUL1 inh
C/C(=N\NC(=O)c1sc2cc([N+](=O)[O-])ccc2c1Cl)c1ccc(NC(=O)c2ccoc2C)cc1	1
O=C1NCCC1(Sc1ccccc1)Sc1ccccc1	-6
Cc1ccsc1/C=N/Nc1ccccc1[N+](=O)[O-]	-5
Cc1cc(Cl)ccc1OCC(=O)Nc1ccc(CN2CCOCC2)cc1	2
Cc1ccccc1NS(=O)(=O)c1nnc(NC(=O)c2ccccc2C)s1	0
CC1(C)CC(=O)C2C(=NC(=O)CC2c2ccccc2F)C1 (stereo unspecified)	4
CN1C(=O)N(Cc2ccccc2)c2cccc3cccc1c23	11
COc1cc(-c2noc(-c3cc(C)[nH]n3)n2)cc(OC)c1OC	-4
O=C(O)c1ccc(Cl)c(NCc2ccc(F)cc2)c1	13
CCOC(=O)COc1nnc(-c2ccccc2)c(-c2ccccc2)c1-c1ccccc1	-1
CC(C)N1CC(CNC(=O)Nc2nn[nH]n2)CC1=O (stereo unspecified)	-4
CCCn1cnc(NC(=O)NCC2CCS(=O)(=O)C2)n1 (stereo unspecified)	-2
Cc1c(Cl)cccc1NC(=O)CSc1ccc(-c2ccccn2)nn1	4
O=C1c2ccccc2CN1c1ccc(Br)cc1	1
CC(C)c1csc(CNCc2cccnc2Oc2ccccc2F)n1	1
CCc1sc(N(C(=O)C2CCCCC2)c2ccccc2Cl)nc1-c1ccc(Cl)cc1	-7
CCOC(=O)Cn1nnc2c(sc3nc4c(c(-c5ccc(Cl)cc5)c32)CCC4)c1=O	1
FC(F)(F)c1nnc2sc(/C=C/c3ccccc3)nn12	7
COc1cc(/C=C2\C(=O)NN(c3ccc(Br)cc3)C2=O)ccc1O	7
Cc1ccc(C(C)C)c(Oc2ccc(NC(=O)CCC(=O)O)cc2)c1	10
COc1ccc(NC(=O)c2ccc3c(c2)N(Cc2cccc(Cl)c2)C(=O)c2ccccc2S3=O)cc1Cl (stereo unspecified)	-4
CN1C(=N)NC(=O)C12COC(c1cccnc1)OC2 (stereo unspecified)	-7
N#Cc1ccccc1N=Cc1cc2c(cc1[N+](=O)[O-])OCO2	0
CC1CN(c2ccccc2)c2nc3c(c(=O)[nH]c(=O)n3C)n2C1 (stereo unspecified)	-1

Compounds shown so far with a tert-butyl group:
SMILES	RBX1-CUL1 inh
CC(C)(C)NC(=O)c1oc2ccccc2c1NC(=O)c1ccccc1F	-5
CCS(=O)(=O)c1c(S(=O)(=O)CC)c2cc(C(C)(C)C)ccn2c1C(=O)c1ccc(F)cc1	-2

Other structures:
SMILES	RBX1-CUL1 inh
Cc1cnn(C2CCCC2)c1NC(=O)Cn1cc(/C=C/c2ccccc2)cn1	4
CC(Sc1nnc2ccc3ccccc3n12)C(=O)Nc1ccc(Cl)cc1 (stereo unspecified)	2
Cc1sc(NC(=S)NC(=O)c2ccco2)c(C(N)=O)c1C	-2
COc1ccc2nc(NC(=O)c3cc(=O)c4cc(C)cc(C)c4o3)sc2c1	-1
Cc1cc(C)n(-c2nc3ccccc3nc2Nc2cccc(C(=O)NCCc3ccccc3)c2)n1	3
C#CCOC(=O)c1csc2nnsc12	2
CCOC(=O)c1ccccc1NC(=O)C(C)CC (stereo unspecified)	-1
O=C(NNS(=O)(=O)c1ccc2ccccc2c1)c1cccnc1	2
Cc1ccc(OCCSc2nc(NC(C)C)nc(NC(C)C)n2)cc1	0
O=C(Cc1coc2ccc3ccccc3c12)NCc1cccnc1	-5
CCn1c2ccccc2c2cc(/C=N/NC(=O)c3cccc([N+](=O)[O-])c3)ccc21	-6
CC(C)n1cc(CN2CCCC2C(=O)Nc2ccc(-c3cscn3)cc2)cn1 (stereo unspecified)	10

Some of the compounds tested; the hit share may differ from the screen's.
